IDH1 R132H inh: inhibitors of human mutant IDH1 R132H. IDH1-R132H enzyme, NADPH consumption, diaphorase/resazurin fluorescence. Potency, µM (series often up to 76.6 µM), inactives show at the highest dose activity change, negative = inhibition, most hits filed as inhibitors. 390,000 compounds, 0.093% hits; also: % is scaled to controls: 0 for no effect and ±100 for the full control effect; nearly all actives have a fitted effect of over 65% in size
Target sequence (O75874 whole entry R132H, stated change not applied): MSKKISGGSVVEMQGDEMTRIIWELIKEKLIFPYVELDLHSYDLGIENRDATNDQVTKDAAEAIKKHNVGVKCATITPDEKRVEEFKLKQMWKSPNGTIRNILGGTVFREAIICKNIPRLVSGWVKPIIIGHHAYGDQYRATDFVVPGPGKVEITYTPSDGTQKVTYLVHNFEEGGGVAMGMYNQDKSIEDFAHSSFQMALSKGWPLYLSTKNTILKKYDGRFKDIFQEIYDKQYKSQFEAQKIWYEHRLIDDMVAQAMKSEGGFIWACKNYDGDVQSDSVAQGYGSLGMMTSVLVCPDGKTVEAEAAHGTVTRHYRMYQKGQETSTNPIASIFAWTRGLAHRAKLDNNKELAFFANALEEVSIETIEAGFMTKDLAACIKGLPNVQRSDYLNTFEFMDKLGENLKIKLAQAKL
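IDH1-R132H (0.5 ug/mL) preincubated 30 min with compound, then NADPH (0.016 mM) and alpha-KG (2 mM) added; 80 min at RT, pH 7.5. Remaining NADPH coupled via diaphorase/resazurin to fluorescence (540/590 nm); concentration-response curves normalized to no-enzyme control.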
Vif-A3F inh: inhibitors of Vif-A3F interaction | HeLa A3F-eYFP + Vif (tagged APOBEC3F with the HIV-1 protein that degrades it), YFP fluorescence increase | 390,000 compounds, 0.2% hits | Potency, µM (top dose mostly 46.1 µM), inactives show at the top dose activity, negative = active | AID 602313; also: % of control where 0% means no effect; nearly all actives have a fitted effect of over 65% in size
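Fluorescence increase (Ex 488/Em 500-530) after overnight compound treatment at 37 deg C flags inhibition of Vif-driven A3F-eYFP loss in stable HeLa A3F-eYFP/Vif cells seeded overnight beforehand.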
TrxR1 substrate: substrates of rat thioredoxin reductase 1 | purified TrxR1 substrate turnover, NADPH consumption readout | Potency, µM (top dose mostly 114 µM), inactives show at the top dose activity change, negative = substrate turnover | O89049 | 390,000 compounds, 0.01% hits | AID 588456; also: % is scaled to controls: 0 for no effect and ±100 for the full control effect; nearly all actives have a fitted effect of over 50% in size
Target sequence (O89049 whole entry, looked up): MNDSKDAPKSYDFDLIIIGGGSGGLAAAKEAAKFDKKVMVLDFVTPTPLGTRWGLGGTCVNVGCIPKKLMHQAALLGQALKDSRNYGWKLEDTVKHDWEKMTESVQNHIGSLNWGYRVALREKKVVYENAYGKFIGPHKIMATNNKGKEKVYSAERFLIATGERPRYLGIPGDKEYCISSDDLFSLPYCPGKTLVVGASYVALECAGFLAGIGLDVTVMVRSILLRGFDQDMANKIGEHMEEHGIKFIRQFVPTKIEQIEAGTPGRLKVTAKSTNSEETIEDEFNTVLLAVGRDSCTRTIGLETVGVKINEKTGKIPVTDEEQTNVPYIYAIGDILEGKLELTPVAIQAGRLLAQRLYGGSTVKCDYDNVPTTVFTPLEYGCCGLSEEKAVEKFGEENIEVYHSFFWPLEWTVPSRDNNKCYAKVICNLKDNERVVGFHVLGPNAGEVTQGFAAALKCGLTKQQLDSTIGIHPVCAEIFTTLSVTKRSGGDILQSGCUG
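Rat TrxR1, dispensed at 90 nM, was prereduced with 400 uM NADPH (final) for 5 min at ~22 deg C, then incubated with compound 15 min before 400 uM selenite. A first-read NADPH fluorescence drop versus no-compound background flagged substrates.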
USP1-UAF1 inh: blocks the human USP1/UAF1 deubiquitinase complex; AID 743255; Potency, µM (doses to about 57.1 µM), for inactives: at the highest dose activity change, negative = inhibition, most hits filed as inhibitors; recombinant USP1/UAF1, Ub-Rhodamine cleavage fluorescence; O94782; 390,000 compounds, 0.23% hits; also: % is scaled to controls: 0 for no effect and ±100 for the full control effect; nearly all actives have a fitted effect of over 60% in size; inactives centre near -12
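High-throughput fluorogenic screen: 1nM USP1/UAF1 complex, Ub-Rho substrate 150nM final, 50mM HEPES pH 7.8 with 0.5mM EDTA, 0.1 mg/ml BSA, 1mM TCEP and 0.01% Tween-20.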
RGS4 inhibitor: human RGS4 inhibition | Transcreener GDP fluorescence polarization, RGS4-accelerated GTP hydrolysis | Potency, µM (top dose mostly 114 µM), for the others: top-dose activity change, negative = inhibition, actives largely listed as inhibitors | 390,000 compounds, 0.039% hits | AID 504845; also: % is scaled to controls: 0 for no effect and ±100 for the full control effect; nearly all actives have a fitted effect of over 75% in size; some results filed as inactive show a strong effect at the top dose
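MLSMR compounds (23 nl, pin-transferred) preincubated 10 min at room temperature with a 500nM (2x) first reagent, then RGS4 at 900nM (2x) plus Transcreener GDP mix added; fluorescence polarization (620/688 nm) read before and after 90 min at 30 °C.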
ALOX12 inh: ALOX12 (human) lipoxygenase inhibition; purified 12hLO, xylenol orange hydroperoxide absorbance; Potency, µM (titrated, usually from 108 µM), without a hit: at the top dose activity change, negative = inhibition, actives largely listed as inhibitors; 580,000 compounds, 1.1% hits; also: % is scaled to controls: 0 for no effect and ±100 for the full control effect
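Purified human 12hLO (150 nM final) in 25 mM Hepes, 0.01% Triton X-100, pH 7.0 was preincubated 15 min at room temperature with compound. Then 40 uM arachidonic acid was added, 30 min. Hydroperoxide was read by Fe-XO absorbance ratio 573/405 nm.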
TrxR1 inh: blocks rat thioredoxin reductase 1; recombinant rTrxR1, NADPH fluorescence consumption, selenite substrate; Potency, µM (top dose mostly 114 µM), for the others: at the highest dose activity change, negative = inhibition, usual class: inhibitors; 390,000 compounds, 1% hits; AID 588453; also: % is scaled to controls: 0 for no effect and ±100 for the full control effect; nearly all actives have a fitted effect of over 65% in size
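Rat TrxR1 (90 nM in the dispensed reagent) was pre-reduced with 400 uM NADPH for 5 min at room temperature, then incubated with compound for 15 min. After 400 uM selenite was added, NADPH fluorescence (Ex 340/Em 450 nm) was followed for 8 min.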
Vif-A3G inh: Vif-A3G binding inhibition | 410,000 compounds, 0.076% hits | Q9HC16 | Potency, µM (top dose mostly 46.1 µM), for inactives: at the highest dose activity, negative = active, usual class: inhibitors | HeLa A3G-eYFP + Vif (tagged APOBEC3G with the HIV-1 protein that degrades it), YFP fluorescence, overnight;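 also: % is scaled to controls: 0 for no effect and ±100 for the full control effect; nearly all actives have a fitted effect of over 60% in size; hits raise eYFP signal because A3G escapes Vif-driven loss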
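HeLa cells stably expressing Vif and C-terminally eYFP-tagged A3G, seeded overnight at 37 deg C, then exposed to compound by pintool overnight at 37 deg C. Rise in yellow fluorescence (Ex 488/Em 500-530, Acumen) marks blocked Vif-driven A3G degradation.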
RXFP1 ag: RXFP1 (human) receptor agonism; HEK293T-RXFP1 cAMP TR-FRET, 30 min; response scale: percent of porcine relaxin response, buffer zero; 370,000 compounds, 0.3% hits; Potency, µM (doses to about 57.5 µM), for the others: at the highest dose activation, actives largely listed as activators; AID 2676; also: % is scaled to controls: 0 for no effect and ±100 for the full control effect; nearly all actives have a fitted effect of over 60% in size; many of its hits are not listed in these tables
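cAMP rise read by TR-FRET after 30 min, 37C compound exposure (up to 58 uM) in RXFP1-transfected HEK293 cells with Ro 20174 present. EC50 from Hill-equation fits, with 29 nM porcine relaxin as 100% and buffer as basal.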
Starred values were filed as active, the others as inactive; i = inactive; ? = inconclusive; / = not tested or not shown; [ ] = remark or other dose. Calls follow the shape of the dose curve; as a rule, active = well fitted curve in the direction sought with a large enough effect; inconclusive = small, poorly fitted or top-dose-only effect, or another doubt; inactive = no such curve, though single readings can be large; an effect the other way counts as inactive or inconclusive. Potency is read from the fitted curve at half-maximal effect. These rows are one share of the data (hit frequency here may not be typical).

SMILES	IDH1 R132H inh	Vif-A3F inh	TrxR1 substrate	USP1-UAF1 inh	RGS4 inhibitor	ALOX12 inh	TrxR1 inh	Vif-A3G inh	RXFP1 ag
CCn1c(-c2ccccc2Cl)nn(CC(=O)NCCc2ccccc2)c1=S	6%	-7%	-9%	0%	-10%	-1%	-8%	0%	0.6%
CC1(C)CC(=O)C2=C(C1)N(c1ccccc1)C(=O)C2(O)C(F)(F)F (stereo not drawn)	0%	-5%	-12%	3%	19%	8%	-10%	2%	0.3%
S=C(NCc1ccccc1)NNc1nc2ccccc2[nH]1	4%	-2%	-4%[57.1 µM]	-13%	?	32µM*	-4%[57.1 µM]	-4%	0.4%
COC(C[C@H]1O[C@H]1C(=O)COCc1ccccc1)OC	-6%	-5%	1%[57.1 µM]	-9%	10%	4%	-10%[57.1 µM]	-3%	1.1%
N#Cc1ccsc1NC(=O)C1CCCN1S(=O)(=O)c1cccs1 (stereo not drawn)	-9%	-6%	-5%[57.1 µM]	-4%	-3%	6%	-5%[57.1 µM]	1%	1.0%
COc1ccccc1NC(=O)c1ccc(C)s1	3%	-5%	-8%	-19%	8%	4%	-8%	-5%	2.3%
C/C(=N\N=C(/N)SC1CC(=O)N(c2ccc(Cl)cc2)C1=O)c1cccs1 (stereo not drawn)	-37%	?	-11%	-13%	-17%	-1%	-10%	-13%	-0.1%
O=Cc1ccc(O)c(O)c1	-4%	-11%	-14%	-22%	-13%	?	-22%	0%	1.8%
CC(=O)Nc1ccc(NC(=O)COC(=O)c2ccccc2C(=O)c2ccccc2)cc1	8%	-1%	-5%	-17%	-16%	10%	-1%	0%	-0.3%
CC(=O)N1CCOc2ccc(S(=O)(=O)N3CCC(C(=O)Nc4cc(C)ccc4C)CC3)cc21	-10%	-7%	3%	-26%	-5%	1%	12%	-7%	-0.8%
COc1ccc(NC(=O)CS(=O)(=O)c2ccccc2)cc1	1%	7%	3%[57.1 µM]	-24%	1%	2%	1%[57.1 µM]	2%	-2.5%
Cc1ccc(/C=C(/C#N)C(=O)NC(C)c2ccccc2)o1 (stereo not drawn)	0%	5%	-8%	-4%	-12%	2%	?	0%	-1.1%
CC1CCCN(S(=O)(=O)c2ccc(NC(=O)Cc3ccc(S(=O)(=O)N4CCOCC4)s3)cc2)C1 (stereo not drawn)	1%	-8%	-12%	-8%	9%	-24%	-12%	-5%	-0.7%
O=C1C2CCCN2C(c2ccco2)N1c1ccc(F)cc1 (stereo not drawn)	2%	?	5%[57.1 µM]	-21%	2%	0%	20%[57.1 µM]	-3%	3.3%
CCCC(=O)NCCc1nc2ccccc2n1C	-1%	3%	6%	-17%	17%	2%	13%	-6%	0.8%
Cc1onc(-c2ccccc2)c1C(=O)NCc1ccco1	10%	-22%	-11%	1%	20%	0%	-34%	0%	0.0%
Cc1cccc(-c2nc(CN3CCCC(C(=O)NC4CCCC4)C3)c(C)o2)c1 (stereo not drawn)	0%	-2%	2%	-2%	8%	-2%	1%	0%	1.0%
CCc1nnc(NC(=O)CSc2nc(C3CCCCC3)nc3ccccc23)s1	3%	1%	3%	?	15%	-14%	6%	-1%	?
COc1ccc2cc(C(=O)Nc3ccc(O)cc3)sc(=O)c2c1OC	12%	-16%	-2%	-17%	?	-8%	10%	-1%	-0.8%
CCN(CC)CCCNC(=O)CCCn1ncn2c(cc3occc32)c1=O	/	/	-2%	-9%	7%	-21%	14%	/	-0.9%
CCn1nnnc1SCC(=O)N(C1CCCCC1)C1CCCCC1	1%	3%	0%	-16%	-7%	0%	11%	3%	2.8%
CS(=O)(=O)c1ccc(Cl)c(NC(=O)Cc2ccsc2)c1	0%	4%	2%	-12%	13%	i	19%	-9%	4.5%
COc1ccc(-c2cc(C(=O)O)[nH]n2)cc1OC	8%	-16%	9%	-6%	3%	0%	34%	-6%	2.0%
COc1ccccc1C(=O)Nc1ccc(OCc2nnc3c4ccccc4c(C)nn23)cc1	5%	2%	9%[57.1 µM]	-18%	-41%	-1%	14%[57.1 µM]	1%	0.7%
Cc1cccc(N2CCN(Cc3ccc([N+](=O)[O-])o3)CC2)c1C	6%	6%	-1%	-19%	-37%	?	?	0%	0.4%
Cn1c(CNc2ccccc2)nc2ccccc21	8%	-8%	-5%	-13%	13%	0%	-8%	-6%	0.7%
COc1ccc(CCNC(=O)NC(C(F)(F)F)C(F)(F)F)cc1OC	2%	-2%	10%[57.1 µM]	2%	-7%	-6%	16%[57.1 µM]	2%	0.4%
C/C(=N/NS(=O)(=O)c1ccc(Cl)cc1)c1cccc(NC(=O)c2ccc(Cl)cc2Cl)c1	-3%	2%	-11%	-2%	-15%[11.4 µM]	0%	13%[57.1 µM]	0%	1.1%
O=C1OCc2cc(NC(=O)C3CCCO3)ccc21 (stereo not drawn)	5%	-4%	5%[57.1 µM]	7%	16%	-30%	4%[57.1 µM]	-4%	0.2%
CCOC(=O)N1CCC(NC(=O)c2ccc3c(c2)N(CC)CCS3)CC1	6%	0%	78%[activator][57.1 µM]	-6%	?	-23%	48%[activator][57.1 µM]	4%	/
COc1ccccc1/C=N/NC(=O)c1ccccc1NS(=O)(=O)c1ccc(C)cc1	-1%	-16%	-2%	-22%	-9%	-1%	0%	2%	-1.1%
O=C(O)c1ccc(C(=O)c2ccc3c(c2)C(=O)N(CCO)C3=O)cc1	2%	3%	5%	-5%	0%	0%	18%	-3%	3.5%
O=C1c2ccc([N+](=O)[O-])cc2NC(c2ccco2)N1/N=C/c1ccco1 (stereo not drawn)	8%	-2%	0%	-19%	-10%	?	2%	-7%	0.8%
CCOC(=O)C1=C(C)NC(=O)NC1c1ccc(OC(C)C(=O)O)c(OC)c1 (stereo not drawn)	0%	4%	0%	2%	17%	-3%	-14%	3%	0.4%
CCC(=O)N1CCc2cc(Br)cc(S(=O)(=O)N3CCCC(C(=O)Nc4cc(C)ccc4OC)C3)c21 (stereo not drawn)	4%	-3%	0%	-23%	2%	-4%	89µM*	2%	0.0%
Cc1noc(-c2ccc(C(F)(F)F)cc2)c1NC(=O)Nc1ccc(Cl)cc1	1%	?	7%	-17%	5%	58%[activator]	35%	0%	-3.5%
COc1cccc(NC(=O)c2cccc(C(=O)Nc3cccc(OC)c3)n2)c1	4%	3%	-3%	-19%	-25%	14%	?	-1%	12%
Cc1cccc(CN2CCC(n3nccc3NC(=O)c3ccccc3C)CC2)n1	2%	-9%	0%	-15%	-26%	-2%	-10%	-7%	3.4%
c1ccc(CNn2c(N3CCOCC3)nc3ccccc32)cc1	6%	3%	15%[57.1 µM]	-5%	22%	9%	26%[57.1 µM]	-1%	0.6%
CON1C(=O)C(=O)N(OC)C2CCCCC21 (stereo not drawn)	-3%	-7%	1%[57.1 µM]	-1%	11%	-14%	-6%[57.1 µM]	1%	0.5%

TrxR1 inh, entries above that show a hit
compound,TrxR1 substrate,USP1-UAF1 inh,RGS4 inhibitor,ALOX12 inh,TrxR1 inh,RXFP1 ag
CCC(=O)N1CCc2cc(Br)cc(S(=O)(=O)N3CCCC(C(=O)Nc4cc(C)ccc4OC)C3)c21 (stereo not drawn),0%,-23%,2%,-4%,89µM*,0.0%

Fetched one by one from the entries so far, 2 records:
SMILES	IDH1 R132H inh	Vif-A3F inh	TrxR1 substrate	USP1-UAF1 inh	RGS4 inhibitor	ALOX12 inh	TrxR1 inh	Vif-A3G inh	RXFP1 ag
Cc1noc(-c2ccc(C(F)(F)F)cc2)c1NC(=O)Nc1ccc(Cl)cc1	1%	?	7%	-17%	5%	58%[activator]	35%	0%	-3.5%
c1ccc(CNn2c(N3CCOCC3)nc3ccccc32)cc1	6%	3%	15%[57.1 µM]	-5%	22%	9%	26%[57.1 µM]	-1%	0.6%

The listing continues:
SMILES	IDH1 R132H inh	Vif-A3F inh	TrxR1 substrate	USP1-UAF1 inh	RGS4 inhibitor	ALOX12 inh	TrxR1 inh	Vif-A3G inh	RXFP1 ag
CCCCNC(=O)c1cccc(-n2c(C)nc3cccnc32)c1	0%	0%	8%	-7%	0%	-11%	20%	0%	?
CCN(CC)S(=O)(=O)N1CCC(C(=O)NC2CCCc3ccccc32)CC1 (stereo not drawn)	7%	0%	-1%	-14%	0%	0%	?	2%	-1.6%
COc1ccc(CCn2ccc(O)c(Cc3ccc(Cl)cc3Cl)c2=O)cc1OC	2%	0%	-6%[57.1 µM]	-11%	4%	?	19%[57.1 µM]	1%	0.2%
COc1cc(N)c(Cl)cc1C(=O)OCC(=O)c1cccs1	3%	19%	-4%	-3%	-2%	-26%	6%	1%	-0.3%
NC(=O)c1cccc2ccccc12	24%	-16%	4%	-5%	-2%	0%	19%	0%	1.4%
CCCOc1ccc(-c2nn(-c3ccccc3)cc2C2NC(=O)NC(C)=C2C(=O)OC)cc1C (stereo not drawn)	-6%	-8%	-1%	-22%	-10%	?	5%	-8%	0.0%
Cc1ccc(CNC(=O)C2CCC(=O)N(CCc3ccccn3)C2)s1 (stereo not drawn)	3%	5%	36%	-13%	?	30%[activator]	-3%	0%	25%
Nc1cc2sc(-c3ccc(C(=O)O)cc3)nc2cc1Cl	11%	7%	286%[activator]	-11%	-22%	-21%	?	-1%	27%
COc1ccccc1-c1noc(-c2cccs2)n1	0%	-9%	-2%[57.1 µM]	-12%	-13%	1%	8%	0%	4.5%

Screening results as filed in PubChem.
